PriA SSB inh: blocks PriA binding to SSB C-terminal tail | AlphaScreen SSBct-PriA binding, biotinylated peptide | inhibition, % at 33 µM | hit rate 0.6% among 430,000; in the data active = inhibition mostly above about 37%, no sharp cut-off; inactive = mostly below about 20%;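 note: plate controls were negative control peptide for no effect and reference peptide for full effect; strong numbers were not always called active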
* marks the source's active call; other numbers are inactive results; & = joins results of further samples. A portion of the library, so the mix of outcomes need not match the whole.

Cc1sc2nc3n(c(=O)c2c1C)CC(Br)C(c1ccccc1)S3 (stereo unspecified)
  PriA SSB inh = 7.0
COc1ccc(Cl)c2sc(NC(=O)c3cc4ccccc4o3)nc12
  PriA SSB inh = -8.0
COc1ccc2cc(C(=O)N3CCC(Oc4ncccc4Br)CC3)[nH]c2c1
  PriA SSB inh = -12.0
Cc1ccc(C=NNC(=O)CSc2nc3ccccc3c(=O)n2-c2ccccc2C)s1
  PriA SSB inh = 5.9
COc1ccccc1C(=O)N(CCc1cccs1)C1CC1
  PriA SSB inh = -17.0
O=S(=O)(C1CC1)N1CCN(c2cc(C(F)(F)F)ncn2)CC1
  PriA SSB inh = -12.0
O=S(=O)(Cc1ccco1)C1CCN(S(=O)(=O)Cc2cc(F)ccc2F)CC1
  PriA SSB inh = -9.0
C=CCn1c(O)c(C=C2C=NN=C2c2ccccc2)sc1=S
  PriA SSB inh = 8.6
Cc1ccc(S(=O)(=O)Nc2cc3c(c4ccccc24)OC2(N4CCOCC4)CCCCC32)cc1 (stereo unspecified)
  PriA SSB inh = 13.0
O=S(=O)(NCCN1CCC(c2cccs2)CC1)c1ccc(C(F)(F)F)cc1
  PriA SSB inh = -8.0
c1cnc(-c2noc(C3CN(CC4CCCCC4)C3)n2)cn1
  PriA SSB inh = 2.0
O=C(CCc1ccc(C(F)(F)F)cc1)Nc1ccc2c(c1)C(=O)N1CCCC[C@H]1CCO2
  PriA SSB inh = 4.0
O=C(Nc1ccc(N2CCCS2(=O)=O)cc1)C(=O)NC1CC1
  PriA SSB inh = -8.0
O=C(NC[C@@](O)(c1ccccc1)C1CC1)c1ccc(Br)o1
  PriA SSB inh = -7.0
O=C(c1ccccc1S(=O)(=O)C(F)F)N1CCSC(c2ccccc2Cl)CC1 (stereo unspecified)
  PriA SSB inh = -11.0
NC(=NOC(=O)CCCOc1ccccc1)c1ccc([N+](=O)[O-])cc1
  PriA SSB inh = -5.6
CN1CCN(c2nc3ccc(NC(=O)Cc4cccs4)cc3s2)CC1
  PriA SSB inh = -4.0
O=C(c1cc2ccccc2[nH]1)N1CCC[C@H](Oc2cccnn2)C1
  PriA SSB inh = -8.0
COc1cc(/C=C/C(=O)Nc2nnc(-c3ccc(Cl)cc3)s2)cc(OC)c1OC
  PriA SSB inh = -3.0
CCn1c(=NC(=O)CS(=O)(=O)Cc2ccccc2)sc2cc(C)ccc21
  PriA SSB inh = 5.0
CCOC(=O)Cc1csc(NC(=O)c2ccc(COc3cccc4c3OC(C)(C)C4)cc2)n1
  PriA SSB inh = 2.0
N#Cc1ccc(OCC(=O)NN=C2CC(c3ccccc3)Oc3ccccc32)cc1 (stereo unspecified)
  PriA SSB inh = -10.8
Cc1nc(Cn2nc(C3CC3)n(-c3ccccc3)c2=O)cs1
  PriA SSB inh = -4.0
COc1ccc2cc(C=NNC(=O)CSCc3ccc([N+](=O)[O-])cc3)c(Cl)nc2c1
  PriA SSB inh = 0.0
CCc1ccccc1NC(=O)Nc1cnc(-n2ccnc2C)nc1
  PriA SSB inh = -1.0

CC(=O)N(C)c1ccc(OCC(O)CN2CCN(c3ccccn3)CC2)cc1 (stereo unspecified)
  PriA SSB inh = -5.0
CN(C)c1cccc(C(=O)NCc2ccc(C(=O)c3ccco3)s2)c1
  PriA SSB inh = 12.0
S=c1[nH]nc(-c2cc(-c3ccccc3)n[nH]2)n1N=C/C=C/c1ccccc1
  PriA SSB inh = -17.8
O=C(c1ccco1)N(CCc1cccs1)Cc1ccoc1
  PriA SSB inh = 4.0
Cn1cc([C@@H](O)CNC(=O)c2ccsc2)c2ccccc21
  PriA SSB inh = -8.0
Cc1cc(C)n(CC2CCN(C(=O)Nc3cccc(Cl)c3)CC2)n1
  PriA SSB inh = -10.0
O=C1CCCN1CN(C(=O)c1ccccc1F)c1nc2ccccc2s1
  PriA SSB inh = -2.0
COc1ccc(C(=O)CSc2nnc(-c3ccc(=O)n(C)c3)n2C)cc1
  PriA SSB inh = 1.0
CC(=NNC(=O)c1cccc(NN=C(C)c2ccncc2)c1)c1ccncc1
  PriA SSB inh = -4.6
COc1ccc(NC(=O)C(=O)NCCc2sc(-c3ccccc3)nc2C)cc1OC
  PriA SSB inh = -7.0
Cc1ccc(NC(=O)CSc2ncc(S(=O)(=O)c3cccs3)c(N)n2)cc1C
  PriA SSB inh = 5.0
COc1ccc(-c2nc3c(n2O)CCCC3=NO)cc1
  PriA SSB inh = -22.1
CC(C)C(=O)Nc1nc(-c2ccccn2)cs1
  PriA SSB inh = 73.8*
CNC(=S)NN=C(C)c1ccc(Cl)s1
  PriA SSB inh = 7.7
O=C(CCS(=O)(=O)c1ccccc1)NCCCn1ccc2cccnc21
  PriA SSB inh = -10.0
COc1ccccc1Oc1coc2cc(OCc3c(F)cccc3Cl)ccc2c1=O
  PriA SSB inh = 12.0
O=C(NC[C@@H](c1cccs1)S(=O)(=O)c1ccc(F)cc1)OCc1ccccc1
  PriA SSB inh = -9.0
CC(C)OCC(O)CN1CCN(Cc2ccccc2)CC1 (stereo unspecified)
  PriA SSB inh = -13.0
NC(Cc1ccc(Cl)cc1Cl)=NOC(=O)c1ccc(Br)o1
  PriA SSB inh = -17.3
CC(=NOCC(=O)Nc1ccc(OC(F)(F)F)cc1)c1ccc2c(c1)OCCO2
  PriA SSB inh = -15.4
O=C(Cn1cnc2ccccc21)NN=C/C(Br)=C/c1ccccc1
  PriA SSB inh = -2.4
O=C(NCc1cccnc1)c1ccc(-n2cncn2)nn1
  PriA SSB inh = -19.0
Cn1c(=O)c2c(SCC(=O)N3CCCC3)nc(-c3ccc(Br)cc3)nc2n(C)c1=O
  PriA SSB inh = -14.0
CN1CCN(c2ccc(-c3cccc(NC(=O)c4ccc(Cl)cc4)c3)nn2)CC1
  PriA SSB inh = 0.0
O=C(NC(C(=O)O)C12CC3CC(CC(C3)C1)C2)c1cc([N+](=O)[O-])ccc1Cl (stereo unspecified)
  PriA SSB inh = -13.0

5 entries from above, with tabs:
SMILES	PriA SSB inh
Cc1cc(C)n(CC2CCN(C(=O)Nc3cccc(Cl)c3)CC2)n1	-10.0
O=C1CCCN1CN(C(=O)c1ccccc1F)c1nc2ccccc2s1	-2.0
COc1ccc(C(=O)CSc2nnc(-c3ccc(=O)n(C)c3)n2C)cc1	1.0
CC(=NNC(=O)c1cccc(NN=C(C)c2ccncc2)c1)c1ccncc1	-4.6
COc1ccc(NC(=O)C(=O)NCCc2sc(-c3ccccc3)nc2C)cc1OC	-7.0

(next part)
COc1ccccc1N1CCN(N=C(C)c2ccccc2O)CC1
  PriA SSB inh = -10.2
O=C(NN=Cc1cccc(F)c1)c1csc2c1CCCC2
  PriA SSB inh = -5.2
COc1ccc(CNC(=O)NCCn2ccc(-c3ccsc3)n2)cc1
  PriA SSB inh = -1.0
CCOC(=O)N1CCN(C[C@H](O)COCc2ccccc2)CC1
  PriA SSB inh = -25.0
O=C(Nc1nc2c(s1)COCC2)c1ccc2c(c1)OCO2
  PriA SSB inh = -11.0
CON=CCC(=O)c1ccc(-c2ccccc2)cc1
  PriA SSB inh = -10.9
O=C(NCCOc1ccc2nnc(-c3ccccc3Cl)n2n1)Nc1ccc(F)cc1F
  PriA SSB inh = 8.0
CC(O)(CNS(=O)(=O)c1ccc2c(c1)CCO2)c1cccs1 (stereo unspecified)
  PriA SSB inh = -7.0
Cc1cc(C(=O)Nc2c(C(N)=O)oc3ccccc23)n(C)n1
  PriA SSB inh = 0.0
COc1ccc(CC(=O)NCCc2ccc(N3CCCC3)cc2)cc1OC
  PriA SSB inh = 7.0
Cc1cc(C(=O)NCc2cccnc2-c2ccsc2)no1
  PriA SSB inh = -10.0
CCN(Cc1cnc2ccccn12)C(=O)NCc1cccs1
  PriA SSB inh = -7.0
Cc1sc2nc(C)n(N=Cc3ccccc3)c(=O)c2c1C
  PriA SSB inh = -8.7
COc1cccc(N2CCN(c3ccc(S(=O)(=O)C(C)(C)C)nn3)CC2)c1
  PriA SSB inh = -9.0&2.0
Cc1ccc(NC(=O)CCc2csc(NC(=O)c3ccc[nH]c3=O)n2)cc1C
  PriA SSB inh = 13.0
NC(COc1cc(Cl)cc(Cl)c1)=NO
  PriA SSB inh = -9.0
O=C(CCSc1ccccc1)N(CCc1cccs1)Cc1ccoc1
  PriA SSB inh = -16.0
N#CC(C(N)=O)=c1ccc2c(c1)N1C3=C(CCCC3)CC3CCCCC31N=2 (stereo unspecified)
  PriA SSB inh = 27.8
CCCCOc1cccc(C2C(=C(O)c3ccc4c(c3)OCCO4)C(=O)C(=O)N2CCN2CCOCC2)c1 (stereo unspecified)
  PriA SSB inh = 5.9
Cc1nc2c(sc3cccc(F)c32)c(=O)n1CC(=O)NC1CCCCC1
  PriA SSB inh = -4.0
CCCC(=O)Nc1[nH]c(=S)c(C#N)c(-c2ccc(OC(=O)CCC)cc2)c1C#N
  PriA SSB inh = 97.0*
Nc1nc(SCC(=O)Nc2ccc(F)cc2Cl)ncc1S(=O)(=O)c1cccs1
  PriA SSB inh = -3.0
c1cc2c(s1)CCN(C1CNC1)C2
  PriA SSB inh = -1.0
NC(=O)c1ccc(NC(=O)Cn2nc(C3CC3)c3cnn(-c4ccc(F)cc4)c3c2=O)cc1
  PriA SSB inh = -5.0
COc1ccc(-c2nc(C)c(CCNC(=O)C3CCCC3)s2)cc1
  PriA SSB inh = -28.0

COc1ccccc1-c1cc(C(=O)NN=Cc2ccc(C)o2)c2ccccc2n1
  PriA SSB inh = -9.0
N#Cc1ccccc1NC(=O)c1ccc(-n2cccn2)nn1
  PriA SSB inh = -8.0
O=C(c1ccc(Cl)s1)N1C2C=CCC1CC2 (stereo unspecified)
  PriA SSB inh = -3.0
COc1ccc(C(=O)NCCCN2CCN(c3ccccc3)CC2)c(OC)c1OC
  PriA SSB inh = 7.0
CC(C)(C)N1C(=O)c2ccccc2C1=O
  PriA SSB inh = 5.0
COC(=O)NN=Cc1ccc([N+](=O)[O-])o1
  PriA SSB inh = -15.9
O=C(Nc1ccc(-c2ccc(N3CCCCCC3)nn2)cc1)c1ccc(F)cc1F
  PriA SSB inh = -8.0
CC(C)CCN1C(=O)C(C)(C)COc2ccc(NC(=O)COc3ccc(F)cc3)cc21
  PriA SSB inh = 16.0
CC12CCC(CC1=NNC(=O)COc1ccccc1Cl)C2(C)C (stereo unspecified)
  PriA SSB inh = -1.2
COc1cc(C(=O)NCC(=O)NN=C(C)c2ccc3c(c2)CCCC3)cc(OC)c1OC
  PriA SSB inh = -28.0
CCN1CCN(CC(=O)Nc2cccc(C(F)(F)F)c2)C(=O)C1=O
  PriA SSB inh = -1.0
Cc1ccccc1C(=O)N1CCN(Cc2nc(C(C)(C)C)cs2)CC1
  PriA SSB inh = -6.0&-6.0
O=C(O)Cc1ccc(Br)cc1
  PriA SSB inh = 0.0
CCN1C(=O)/C(=C/c2c(C)c(C#N)c(=O)n(C)c2N2CCN(c3ccc(F)cc3)CC2)SC1=S
  PriA SSB inh = 9.0
Cc1ccc(S(=O)(=O)N2CCO[C@@H](CN3Cc4ccccc4-c4ccccc43)C2)cc1
  PriA SSB inh = -16.0
Cc1sc(NC(=O)COc2ccccc2)nc1-c1ccccc1
  PriA SSB inh = -9.0
C[C@H](Oc1ccccc1)C(=O)N1CCc2cc(S(=O)(=O)N3CCOCC3)ccc21
  PriA SSB inh = 7.0
CCOC(=O)CNC(=O)CSc1nnc(C)c2cnn(-c3ccccc3)c12
  PriA SSB inh = -7.0&-4.0
COc1ccc(C=NNC(=O)c2ccc(-n3cnnn3)cc2)cc1
  PriA SSB inh = 2.6
CCC(CNC(=O)c1c(F)cccc1F)(OC)c1ccccc1 (stereo unspecified)
  PriA SSB inh = 10.0
COc1ccccc1-n1c(SCC(=O)c2ccc(Cl)cc2)nc2c(c1=O)SCC2
  PriA SSB inh = 0.0
CC(CC(=O)Nc1ccc2c(c1)OCCO2)=NNC(=O)COc1ccc(C)cc1
  PriA SSB inh = -13.5
N#Cc1nccnc1O[C@H]1CCCN(C(=O)COCc2ccccc2)C1
  PriA SSB inh = -12.0
CC1C(=O)NCCN1C(=O)c1ccc(S(C)(=O)=O)cc1 (stereo unspecified)
  PriA SSB inh = -2.0
CCSc1ccccc1C(=O)Nc1nc2c(s1)C(=O)CC(C)(C)C2
  PriA SSB inh = -3.0

CC(C)CCNC(=O)c1cn(-c2cccc(Cl)c2)nn1
  PriA SSB inh = -13.0
CC(=O)c1sc(NC(=O)c2cc(C)no2)nc1-c1ccccc1
  PriA SSB inh = 3.0
Nc1cc(-c2ccccc2)no1
  PriA SSB inh = -2.0
COc1ccc(C(=O)NCCn2ncc3c(=O)n(Cc4ccccc4C)cnc32)cc1
  PriA SSB inh = -3.0
O=C(Nc1ccccc1Cl)ON=Cc1ccc(F)cc1
  PriA SSB inh = -11.2
FC(F)Oc1ccc(C=Nn2c(Cc3ccc(Br)cc3)n[nH]c2=S)cc1
  PriA SSB inh = 6.5
COc1ccc(-c2nnc(NC(=O)c3ccc(F)cc3)o2)cc1OC
  PriA SSB inh = -22.0
CC(=NNC(=O)c1sccc1-n1cccc1)c1cccs1
  PriA SSB inh = -10.6
CC[C@@H](CO)NC(=O)C(=O)NCc1n[nH]c(=O)c2ccccc12
  PriA SSB inh = -14.0
NCc1n[nH]c(=S)n1-c1ccc(F)cc1
  PriA SSB inh = 2.0
COc1cccc(-c2cc(C(=O)Nc3ccccc3C(N)=O)n(C)n2)c1
  PriA SSB inh = 1.0
Cc1ccc(C(=O)NC(C(=O)N2CCN(C(=O)c3ccco3)CC2)S(=O)(=O)c2ccc(C)cc2)cc1 (stereo unspecified)
  PriA SSB inh = 1.0

Structures listed so far with a CF3 group:
O=S(=O)(C1CC1)N1CCN(c2cc(C(F)(F)F)ncn2)CC1
  PriA SSB inh = -12.0
O=S(=O)(NCCN1CCC(c2cccs2)CC1)c1ccc(C(F)(F)F)cc1
  PriA SSB inh = -8.0
O=C(CCc1ccc(C(F)(F)F)cc1)Nc1ccc2c(c1)C(=O)N1CCCC[C@H]1CCO2
  PriA SSB inh = 4.0
CC(=NOCC(=O)Nc1ccc(OC(F)(F)F)cc1)c1ccc2c(c1)OCCO2
  PriA SSB inh = -15.4
CCN1CCN(CC(=O)Nc2cccc(C(F)(F)F)c2)C(=O)C1=O
  PriA SSB inh = -1.0

Screens: PubChem BioAssay, Small Molecule Screening Facility, UW Madison
